# High-throughput results (PubChem)
# Mtb BioA inh: blocks M. tuberculosis BioA enzyme activity | purified M. tuberculosis BioA enzyme, plate reader | inhibition, % at 9.99 µM | 360,000 compounds, 0.096% hits | AID 602481; in the data active means inhibition above about 40%
# GDH-TPI counter: counter-screen for M. tuberculosis FBA inhibitors: GDH-TPI coupled enzymes. GDH-TPI coupled enzyme counterscreen, NADH absorbance. inhibition, % at 4.8 µM. 360,000 compounds, 1.2% hits. AID 588335; in the data active means inhibition above about 30%;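 further: 0% = DMSO wells and 100% = wells lacking the enzyme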
# BH1578 lux ind: inducers of Vibrio cholerae quorum light production without autoinducers; V. cholerae BH1578 lux reporter, luminescence, 6 h; activation, % at 18.7 µM; 350,000 compounds, 0.16% hits; AID 588436; in the data active means activation mostly above about 9.7%, no sharp cut-off; further: not every result past the cut was called active; inactives centre near 0; reference of the scale not given here
# PriA SSB inh: inhibitors of Klebsiella pneumoniae PriA binding to SSB C-terminal tail; inhibition, % at 33 µM; 430,000 compounds, 0.6% hits; AlphaScreen SSBct-PriA binding, biotinylated peptide; in the data active means inhibition mostly above about 37%, no sharp cut-off; inactive means mostly below about 20%;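 further: plate controls were negative control peptide for no effect and reference peptide for full effect; strong numbers were not always called active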
# Rv3671c protease: Rv3671c (M. tuberculosis) protease inhibition; P9WHR9; inhibition, % at 5.96 µM; 320,000 compounds, 0.048% hits; in the data active means inhibition above about 38%;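 further: extracellular domain of Rv3671c used as enzyme; 0% = enzyme with DMSO and 100% = no enzyme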
# Target sequence (P9WHR9 whole entry, looked up, the tested form may be a part): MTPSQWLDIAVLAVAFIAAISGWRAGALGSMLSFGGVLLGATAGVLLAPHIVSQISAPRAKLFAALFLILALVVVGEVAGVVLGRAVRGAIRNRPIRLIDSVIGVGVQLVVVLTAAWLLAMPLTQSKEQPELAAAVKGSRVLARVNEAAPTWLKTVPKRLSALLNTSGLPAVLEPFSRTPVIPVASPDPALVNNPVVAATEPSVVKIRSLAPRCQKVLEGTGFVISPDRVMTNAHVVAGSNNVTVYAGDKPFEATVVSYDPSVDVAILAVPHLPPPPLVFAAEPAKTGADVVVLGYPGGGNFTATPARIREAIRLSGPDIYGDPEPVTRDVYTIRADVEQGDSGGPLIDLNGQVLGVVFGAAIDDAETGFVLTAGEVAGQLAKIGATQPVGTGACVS
# Mtb FBA inh: inhibitors of M. tuberculosis fructose-bisphosphate aldolase | purified M. tuberculosis FBA, fluorescence read-out | P9WQA3 | inhibition, % at 1 µM | 360,000 compounds, 2.3% hits; in the data active means inhibition above about 27%;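 further: 0% = vehicle and 100% = reference inhibitor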
# SARS 3CLpro inh: SARS-CoV 3CLpro protease inhibition; P0C6X7; recombinant SARS-CoV 3CLpro, quenched FRET peptide cleavage; inhibition, % at 6 µM; 290,000 compounds, 0.14% hits; AID 1706; in the data active means inhibition above about 12%
# VHR inh abs: inhibitors of human VHR1 phosphatase (DUSP3); P51452; recombinant VHR phosphatase, pNPP absorbance; inhibition, % at 13.3 µM; 290,000 compounds, 0.52% hits; in the data active means inhibition above about 50%; further: some compounds called inactive have numbers as strong as hits
# Target sequence (P51452 whole entry, looked up): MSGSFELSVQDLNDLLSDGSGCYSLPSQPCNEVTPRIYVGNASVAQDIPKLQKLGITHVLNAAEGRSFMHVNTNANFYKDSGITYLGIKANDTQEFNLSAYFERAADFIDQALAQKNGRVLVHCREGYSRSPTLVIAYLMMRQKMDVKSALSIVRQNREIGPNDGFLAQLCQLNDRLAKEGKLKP
# MazEF act: MazEF (E. coli) toxin RNase activation; AID 504720; activation, % at 20 µM; FAM/BHQ RNA-DNA oligo cleavage fluorescence, 5 h; 350,000 compounds, 0.32% hits; in the data active means activation above about 50%
# UGM FP inh: blocks M. tuberculosis UGM enzyme; P9WIQ1; purified UGM, fluorescence polarization probe displacement; inhibition, % at 10 µM; 320,000 compounds, 0.06% hits; in the data active means inhibition above about 10%, passing the limit was not always enough
# Target sequence (P9WIQ1 whole entry, looked up): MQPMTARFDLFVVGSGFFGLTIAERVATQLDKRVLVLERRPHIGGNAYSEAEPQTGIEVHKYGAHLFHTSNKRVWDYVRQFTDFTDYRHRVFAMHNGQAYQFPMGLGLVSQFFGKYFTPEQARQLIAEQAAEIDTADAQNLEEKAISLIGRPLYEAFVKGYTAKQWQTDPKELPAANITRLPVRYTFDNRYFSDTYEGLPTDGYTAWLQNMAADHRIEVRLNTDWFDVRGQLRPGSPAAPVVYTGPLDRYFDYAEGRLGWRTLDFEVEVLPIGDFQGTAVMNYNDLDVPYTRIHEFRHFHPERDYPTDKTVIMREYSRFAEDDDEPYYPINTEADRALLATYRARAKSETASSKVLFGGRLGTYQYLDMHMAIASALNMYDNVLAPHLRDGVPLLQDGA
# Starred values were filed as active, the others as inactive; i = inactive; x = no result given; & = joins results of further samples. A portion of the library. The share of hits here may be higher or lower than overall.
SMILES,Mtb BioA inh,GDH-TPI counter,BH1578 lux ind,PriA SSB inh,Rv3671c protease,Mtb FBA inh,SARS 3CLpro inh,VHR inh abs,MazEF act,UGM FP inh
c1ccc(-c2n[nH]c3c2CCC3)cc1,0.0,-6,-2.1,0,-3,3,2,32,5,-2.0
CC(C)CN(C(=O)COC(=O)c1ccc2ccccc2n1)C1CCS(=O)(=O)C1 (configuration not stated),x,-4,-0.2,-1,-7,-1,2,34,-1,2.8
O=S(=O)(NCCNc1nccc(C(F)(F)F)n1)c1ccccc1,x,0,-0.5,-7,0,0,2,14,-2,-2.9
c1ncn(C23CC4CC(CC(C4)C2)C3)n1,x,9,-0.1,-12,-3,3,-9,-8,-3,-0.3
COc1ccc(OC)c(CCNC(=O)CCc2nnc3ccc(N4CCOCC4)nn23)c1,-0.4,5,i,4,2,-3,1,6,14,0.0
CN(C)c1ccnc(Nc2ccccc2)c1C#N,-0.1,7,-0.4,-5,2,3,2,-1,0,0.5
COc1cccc(C(O)c2nc(-c3cccc(C#N)c3)cs2)c1 (configuration not stated),-0.5,-4,-1.3,x,x,-2,x,x,x,x
COc1ccc(CNC(=O)CSc2nc3ccc(C)cc3[nH]2)cc1OC,0.7,-4,-0.8,-6,-2,-1,1,12,6,-1.2
O=C(CN1CCOCC1)Nc1ccc(C2CCCCC2)cc1,-1.1,0,-5.9,2,-5,1,-1,12,5,-0.4
COCCNC(=O)C1(C)CCCN(Cc2cc(-c3ccccc3)n(C)n2)C1 (configuration not stated),-1.8,-7,-0.3,x,x,-1,x,x,x,x

# Entries shown so far that have an aryl methoxy group (3):
SMILES,Mtb BioA inh,GDH-TPI counter,BH1578 lux ind,PriA SSB inh,Rv3671c protease,Mtb FBA inh,SARS 3CLpro inh,VHR inh abs,MazEF act,UGM FP inh
COc1ccc(OC)c(CCNC(=O)CCc2nnc3ccc(N4CCOCC4)nn23)c1,-0.4,5,i,4,2,-3,1,6,14,0.0
COc1cccc(C(O)c2nc(-c3cccc(C#N)c3)cs2)c1 (configuration not stated),-0.5,-4,-1.3,x,x,-2,x,x,x,x
COc1ccc(CNC(=O)CSc2nc3ccc(C)cc3[nH]2)cc1OC,0.7,-4,-0.8,-6,-2,-1,1,12,6,-1.2

# Additional entries
SMILES,Mtb BioA inh,GDH-TPI counter,BH1578 lux ind,PriA SSB inh,Rv3671c protease,Mtb FBA inh,SARS 3CLpro inh,VHR inh abs,MazEF act,UGM FP inh
CCOc1ccc(NC(=O)C2CCN(S(=O)(=O)c3ccc4c(c3)CC(C)N4C(C)=O)CC2)cc1 (configuration not stated),0.0,-2,-0.3,0,-5,-1,-4,-20,5,-0.1
Cc1cc2c(cc1C)[n+](C)cn2CC(O)COCc1ccccc1 (configuration not stated),x,-2,-0.9,-12,-4,4,4,-8,6,0.2
Cc1ccccc1C(=O)NNS(=O)(=O)c1cccc([N+](=O)[O-])c1,-1.3,3,-0.5,-14,0,0,3,8,14,1.1
CCOCCCNC(=S)N1CCN(c2nc(-c3ccccc3)cs2)CC1,0.7,5,-0.7,2,-1,2,-1,22,-5,-2.7
CCN(Cc1ccccc1)C(=O)CCNS(=O)(=O)c1cc(Br)cnc1N,1.3,2,i,-2,5,2,-2,-25,-1,-1.2
CN(C)CCn1c2c(c(SCC(=O)N3CCc4ccccc43)nc1=O)CCCC2,1.7,7,-0.6,-9,6,1,x,x,4,4.4
CCOC(=O)C1CCN(C(=O)c2ccc3snnc3c2)CC1,4.3,9,i,-4,5,-3,0,5,7,-1.8
COc1ccc(OCCOCCN2CCOCC2)cc1,0.8,4,4.8,-11,-3,11,-6,19,-15,2.3
Cc1cc(=O)oc2cc(OCC(=O)N3CCC(C(=O)O)(c4ccccc4)CC3)ccc12,1.7,13,-0.4,0,9,28*,-1,16,-3,-0.6
COc1ccnc2c1c(=O)n(Cc1cccc(F)c1)c(=O)n2C,-1.5,-3,-4.6,-16,-10,-1,-5,11,7,-2.2
Nc1nonc1C(=O)NCCN=Cc1ccccc1O,-0.9,6,x,-11,2,1,2,16,-1,0.7
CN(CC(=O)Nc1ccc(Cl)c(C(F)(F)F)c1)C(=O)C1(c2ccccc2)CC1,-1.9,9,i,-13,-2,3,x,x,-7,x
c1cncc(-c2nnc3n2C2(CCCCC2)Cc2ccccc2-3)c1,-1.2,1,-0.4,-16,5,-2,-3,17,1,-0.8
Nc1nc(-c2ccccc2)c(CCCOc2ccc(NC(=O)CBr)cc2)c(=O)[nH]1,-0.6,-6,i,3,x,0,x,x,7,x
COc1ccc(C(C)=O)cc1COC(=O)C1CC(=O)N(Cc2ccccc2)C1 (configuration not stated),10.0,-8,3.6,0,5,0,0,6,3,-0.4
Nc1ncc(-c2ccc(F)cc2)nc1N1CCN(CCO)CC1,-1.1,16,-0.9,x,x,47*,x,x,x,x
N#C/C(=C\c1ccc(-c2ccc(C(=O)O)cc2)o1)c1nc2ccccc2[nH]1,x,14,0.2,-17,x,-4,-10,22,-133,x
CC1=CC=CC2=NC(=O)CC(C)(C(=O)N(CC(=O)NC3CCCC3)c3ccc(F)cc3)N12 (configuration not stated),-0.4,8,-0.6,-5,7,95*,4,-32,6,-4.3
CC(=O)c1c(C)[nH]c(C(=O)NCC2CCCCC2)c1C,-2.7,-1,-0.4,-9,-9,0,-2,29,-10,-0.4
Clc1ccc2[nH]c3c(c2c1)CCc1cn[nH]c1-3,7.1,16,5.3,2,7,3,1,15,1,4.3
Cc1nnc(NC(=O)CSc2nc3[nH]ncc3c(=O)[nH]2)s1,-3.5,14,0.0,-31&-2,13,-1,0,-1,5,-3.1
CCOc1ccccc1C(=O)NC(C(=O)Nc1cccnc1)C(C)C (configuration not stated),x,-6,-0.3,-10,4,1,4,10,3,-0.2
CCOC(=O)C1=C(C)N=c2s/c(=C\c3ccncc3)c(=O)n2C1c1ccc2c(c1)OCO2 (configuration not stated),-1.2,15,i,x,-10,-1,1,-7,-1,-1.4
COc1ccc(S(N)(=O)=O)cc1C(=O)OCCCOC(=O)c1cc(S(N)(=O)=O)ccc1OC,-0.7,2,-2.5,4,2,1,5,1,-2,2.8
C=CCN(c1ccccc1)S(=O)(=O)c1ccc2c(c1)NC(=O)C(C)S2 (configuration not stated),2.4,9,i,-7,-8,3,6,46,5,0.9
CSc1ncnc2c1ncn2CCCNCCCc1ccccc1,-0.8,10,-1.1,x,x,3,x,x,3,x
Cn1cc(C(=O)Nc2ccc(Cl)cc2)c(C(F)(F)F)n1,2.3,-5,i,-13,2,0,0,24,3,-0.8
O=C(O)CCn1c(O)c(C=C2N=c3ccccc3=N2)sc1=S,0.9,23,-0.2,-6,-8,-7,-1,-11,-10,1.5
CCOC(=O)CNC(=S)SC,-1.6,7,5.3,-15,-4,0,-2,27,7,-1.1
O=C(N/N=C/c1cccc(O)c1)c1cc(-c2ccc3c(c2)OCO3)n[nH]1,x,3,-0.3,x,-73,-3,-5,30,20,1.5
O=C(NCc1ccncc1)c1csc([C@@H]2C[C@H](O)[C@@H](CO)O2)n1,-0.3,-1,i,x,x,-2,x,x,x,x
N=C(N)c1ccc(OCCCCCOc2ccc(C(=N)N)cc2)cc1,-3.1,2,-3.0,-22,5,3,-6,-3,12,-0.4
CCCCn1c(N)c(N(CCC(C)C)C(=O)COC(=O)c2sccc2C)c(=O)[nH]c1=O,0.1,3,i,0,5,-2,x,x,-7,-2.6
Oc1ccc(C[C@@H]2CNCCN2CCc2cccc(F)c2)cc1,1.3,4,i,0,1,2,x,x,9,2.9
CCc1ccc(NC(=S)N2CCN(S(=O)(=O)c3ccccc3)CC2)cc1,-2.3,-1,i,-10,x,0,4,-4,-1,0.7
Cc1ccc(C(=O)NCCN2CCN(C(=O)c3ccc(C)c(C)c3)CC2)cc1C,2.1,-9,i,-1,x,-1,-1,25,-6,x
OCCc1c[nH]c2ccccc12,-3.0,15,-0.8,-12,-6,6,1,21,-10,-1.9
O=C(c1ccc(COc2c(F)c(F)cc(F)c2F)o1)N1CCN(c2ccccc2)CC1,-1.0,3,-3.2,-22,8,-3,-8,-10,-3,-1.9
O=C(c1ccc(-n2cnnn2)cc1)N(C1CCCCC1)C1CCCCC1,x,-2,-0.4,-10,-5,-5,5,26,0,1.2
Cc1c(S(=O)(=O)NCCc2ccccc2)c(=O)n(C)c(=O)n1C,-1.3,-7,i,-2,-2,-1,3,13,1,-1.0
O=C(COC(=O)C12CC3CC(CC(O)(C3)C1)C2)NC(=O)NCc1ccco1,0.2,8,3.4,2,-4,-4,5,-15,2,3.0
CCc1c(C)nc2[nH]nc(-c3ccccc3)n2c1=O,-1.5,-1,-0.5,6,11,9,-2,10,2,-2.1
Cc1cccc(CN2CCCN(Cc3ccc(Cl)cc3)S2(=O)=O)c1,x,4,2.2,-12,-2,-2,6,2,-6,1.1
CS(=O)(=O)Nc1ccccc1C(=O)N1CCOCC1,0.8,8,-11,-3,-6,0,4,7,2,-0.4
NC(=O)c1ccccc1NS(=O)(=O)Cc1ccccc1,1.8,4,-0.5,-13,-5,62*,-2,7,0,3.3
CCCc1nc2ccccc2c(C(=O)O)c1CC,-4.0,4,-0.6,-6,-2,11,0,8,7,0.0
COc1cc(C2SCC(=O)N2Cc2ccccc2)ccc1O (configuration not stated),-0.8,14,-0.5,3,3,2,-1,10,12,-1.1
CCOC(=O)c1c(-c2ccc(OC)cc2)oc2ccc(O)cc12,-1.3,6,i,-16,-32,4,0,35,-7,-1.0
OCCCCO,-2.2,3,-0.3,6,-1,2,x,x,2,0.7
CC(C)C[C@@H](CN=[N+]=[N-])N1CCN(Cc2ccccc2)CCC1=O,0.1,-8,1.5,-14,-6,0,-5,5,3,-0.6

# (listing goes on)
SMILES,Mtb BioA inh,GDH-TPI counter,BH1578 lux ind,PriA SSB inh,Rv3671c protease,Mtb FBA inh,SARS 3CLpro inh,VHR inh abs,MazEF act,UGM FP inh
COc1ccc(C(=O)O/N=C(\C)c2nccs2)cc1,-0.8,1,-0.2,x,2,2,-3,26,-4,-1.7
CCOC(=O)c1sc(=NC(=O)c2ccc(S(=O)(=O)N(C)c3ccccc3)cc2)n(C)c1C,x,9,-0.5,8,6,-2,1,0,-1,-0.3
COc1ccc(Nc2ncc(C(=O)N3CCC(C(N)=O)CC3)c3ccccc23)cc1,5.2,25,3.8,-17,-7,1,4,27,10,-1.9
COc1cc(NC(=O)C2(C)CCCN2C)cc(OC)c1OC (configuration not stated),1.3,5,i,x,x,3,x,x,x,x
Cn1cccc1CC(=O)NNC(=S)Nc1ccc(F)cc1,-16,8,i,-6,-11,-1,1,-1,-13,3.2
Cc1cc(C)c(S(=O)(=O)NCc2cn3c(C)csc3n2)c(C)c1,-0.1,-9,-0.1,-12,2,-1,-3,26,-7,-0.6
c1ccc(CCNc2ccccn2)nc1,x,10,x,2,x,5,x,x,-2,x
COc1ccccc1CNc1ncnc2sccc12,8.4,1,-0.4,-21,-3,-4,-7,7,1,2.6
CN(CC(=O)Nc1cc(S(=O)(=O)N2CCCC2)ccc1Cl)Cc1nc2ccccc2c(=O)[nH]1,-1.7,-3,i,5,x,0,x,x,-1,x
CCn1c(CCC(=O)O)nc2cc(S(=O)(=O)N3CCOCC3)ccc21,-3.8,-3,i,2,5,-7,x,x,-1,0.4
COc1cc(/C=N/n2c(-c3cc(C)[nH]n3)n[nH]c2=S)ccc1O,x,16,i,x,-4,-2,-2,29,4,1.3
CCOC(=O)c1cc(-c2ccccc2)sc1NC(=O)C(C)N1C(=O)c2ccccc2C1=O (configuration not stated),x,8,i,-5,-21,1,2,21,-16,1.1
CN(C1CCCCC1)S(=O)(=O)c1cc2c(cc1Cl)NC(=O)CO2,-1.9,0,i,-5,3,-3,1,6,-8,0.1
Cc1nc(N2CCN(Cc3ccccc3)CC2)nc2c1C(=O)CCC2,8.8,-5,-1.6,3,2,-6,7,11,-1,0.5
